Bioassay records from PubChem.
TDP2 absorb: TDP2 (human) inhibition, absorbance primary screen; recombinant TDP2, T5PNP hydrolysis, p-nitrophenol absorbance 415 nm; O95551; AID 720702; 0.34% of 370,000 active; inhibition, % at 12.8 µM;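 active = inhibition above the mean of all tested compounds plus 3 SD, set per campaign, cut at about 25% in these data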;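 note: 0% = DMSO with enzyme and 100% = buffer with substrate but no TDP2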
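Incubation: 2 h at 37 °C; Test system: recombinant human TDP2; Quantity: enzyme 120 nM; Read-out basis: percent inhibition; Medium: 50 mM Tris-HCl pH 7.5 with Mg2+, KCl, DTT, BSA; Repeats: single replicate; Compound: 12.8 µM single point, 1% DMSO; Signal: epi absorbance; Reagent: 5 mM T5PNP chromogenic substrate; Benchmarks: no-enzyme high, DMSO-plus-enzyme low.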
UHRF1 binding: human UHRF1 methylated DNA binding inhibitors; inhibition, % at 4.4 µM; 0.75% of 370,000 active; Q96T88; UHRF1 binding to methylated oligo, TR-FRET; in the data active = inhibition above about 21%;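 note: UHRF1 SRA domain binding a hemimethylated CpG hairpin DNA probe; 0% = median of test compound wells and 100% = reference inhibitor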
TCR CD3 inh: blocks the human TCR-CD3 interaction | inhibition, % at 9.4 µM | TAMRA-labeled TCR probe fluorescence, biochemical | AID 651800 | 0.37% of 360,000 active; in the data active = inhibition above about 19%;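 note: recombinant mutant TCR 2C K166C tagged with TAMRA read by polarization; 0% = receptor in buffer alone and 100% = receptor with positive control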
LEDGF integ inh: blocks HIV-1 LEDGF/p75-dependent DNA integration. inhibition, % at 3.7 µM. TR-FRET IN-LEDGF/p75 DNA integration, Eu/Cy5. AID 743269. 0.64% of 370,000 active;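 active = inhibition above the screen-wide mean plus 3 SD, cut at about 13% in these data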;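 note: signal is the Cy5 over europium emission ratio at 671 and 618 nm; 0% = plate median of compound wells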
PRMT1 inh: blocks human protein arginine methyltransferase 1 | Q99873 | inhibition, % at 2.79 µM | recombinant PRMT1, activity-based probe fluorescence polarization | 1.3% of 370,000 active | AID 652257;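 active = inhibition above about 21% made by adding two undisclosed values, limit read from the data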
Target sequence (Q99873 whole entry, looked up): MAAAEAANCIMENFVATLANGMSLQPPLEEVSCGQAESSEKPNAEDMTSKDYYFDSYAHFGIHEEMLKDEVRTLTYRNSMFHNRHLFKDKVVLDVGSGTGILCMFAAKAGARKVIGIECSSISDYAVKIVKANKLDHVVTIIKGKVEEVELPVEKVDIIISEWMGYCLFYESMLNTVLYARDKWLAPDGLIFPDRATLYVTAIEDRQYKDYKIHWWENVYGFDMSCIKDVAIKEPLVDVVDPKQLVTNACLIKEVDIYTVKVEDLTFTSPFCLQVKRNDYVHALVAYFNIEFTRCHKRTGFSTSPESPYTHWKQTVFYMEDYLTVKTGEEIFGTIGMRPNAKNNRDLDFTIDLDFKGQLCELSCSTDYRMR
PG9 Ab binder: binds the HIV-1 gp120 antibody PG9 | TR-FRET gp120-PG9 antibody binding | inhibition, % at 6.7 µM | 0.43% of 360,000 active | AID 624416; in the data active = inhibition above about 8.5%
mABHD4 FP: inhibitors of mouse ABHD4; purified mABHD4, FP-Rh probe fluorescence polarization; inhibition, % at 8.92 µM; 0.54% of 370,000 active; AID 720543;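 active = inhibition exceeding the mean over every tested compound plus 3 SD, cut at about 30% in these data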;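 note: 0% = plate median of compound wells and 100% = S159A mutant with DMSO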
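Doses – 8.92 µM, single dose · Material – wild-type mouse ABHD4 protein · Replication – single well per compound (singlicate) · Measure – percent inhibition of probe binding, normalized to plate controls · Schedule – 45 min compound pre-incubation plus 60 min probe step, 25 °C · Detection – fluorescence polarization with parallel and perpendicular emission, 525/598 nm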
DDE Tn7 FP inh: disrupts Tn7 cyclic peptide binding to fibrin D-Dimer-E complex; inhibition, % at 8.3 µM; FP displacement of FITC-Tn7 peptide from fibrin DD(E); 0% = median of compound wells per plate; P02675; 0.13% of 370,000 active;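 active = inhibition above the mean of compounds falling within the control limits plus 3 SD of them, cut at about 14% in these data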;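 note: 0% = plate median of compound wells and 100% = 10 µM Aha-Tn7 peptide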
Target sequence (P02675 whole entry, looked up): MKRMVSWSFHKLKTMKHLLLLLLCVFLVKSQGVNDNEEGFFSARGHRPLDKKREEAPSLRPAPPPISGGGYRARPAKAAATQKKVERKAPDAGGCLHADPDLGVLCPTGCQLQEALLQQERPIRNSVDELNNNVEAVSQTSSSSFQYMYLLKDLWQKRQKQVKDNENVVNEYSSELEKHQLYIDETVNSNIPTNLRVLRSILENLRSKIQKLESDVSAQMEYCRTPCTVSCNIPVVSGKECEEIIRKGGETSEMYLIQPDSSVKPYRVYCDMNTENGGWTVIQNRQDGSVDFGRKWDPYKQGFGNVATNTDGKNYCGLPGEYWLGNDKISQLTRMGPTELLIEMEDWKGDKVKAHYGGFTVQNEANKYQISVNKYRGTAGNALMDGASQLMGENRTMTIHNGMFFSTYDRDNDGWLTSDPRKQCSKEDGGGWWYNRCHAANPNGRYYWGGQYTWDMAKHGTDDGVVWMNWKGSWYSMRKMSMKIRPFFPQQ
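Also added: labelled Tn7 tracer, 0.1 µM; Assay system: human fibrin DD(E) protein; Amount: 2 µM fibrin DD(E); Schedule: 10 min compound pre-incubation, 3 h probe incubation at room temperature; Repeats: one replicate per compound; Read-out basis: percent inhibition; Measured by: fluorescence polarization of the labelled Tn7 tracer.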
HTRA1 inhibitor: inhibitors of human serine peptidase HTRA1 | 0.5% of 340,000 active | recombinant HTRA1, FP-rhodamine activity-based probe, fluorescence polarization | inhibition, % at 5.96 µM; in the data active = inhibition above about 36%;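 note: 0% = enzyme with DMSO and 100% = wells lacking enzyme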
SIAE primary: blocks human sialic acid acetylesterase; 0.69% of 370,000 active; AID 1053197; inhibition, % at 9.66 µM; SIAE FP-Rh probe binding, fluorescence polarization;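 active = inhibition above a cutoff: mean of compounds within the control limits plus 3 SD of those, cut at about 17% in these data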;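 note: 0% = plate median of compound wells and 100% = probe without SIAE protein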
* = called active by the depositor; / = no result given.

SMILES	TDP2 absorb	UHRF1 binding	TCR CD3 inh	LEDGF integ inh	PRMT1 inh	PG9 Ab binder	mABHD4 FP	DDE Tn7 FP inh	HTRA1 inhibitor	SIAE primary
CCOCCn1c(CN2CCN(c3ccc(OC)cc3)CC2)nc2c1c(=O)n(C)c(=O)n2C	-8	-2	-10	6	0	-1.9	-4	1	5	8
CN1CCN(CCCNC(=O)CCN2C(=O)COc3ccccc32)CC1	-4	8	-5	-3	2	1.3	4	-2	5	3
COc1ccccc1NS(=O)(=O)c1ccc(C)c(C(=O)Nc2cc(C)on2)c1	4	4	-4	1	-2	-0.6	5	-4	-1	-2
COCCN1CCn2c(nc3cc(NS(C)(=O)=O)ccc32)C1	-10	0	0	3	2	-2.3	2	0	0	1
CNC[C@H]1OCc2cnnn2CCCC(=O)N([C@H](C)CO)C[C@@H]1C	3	3	-7	-2	-1	-1.0	12	-7	/	-3
CCCc1c2ccccc2nc2ccccc12	-15	-4	-2	2	-3	0.3	-3	3	-8	-7
Cn1c(=O)c(C(=O)CN2CCCc3ccccc32)c(N)n(Cc2ccccc2)c1=O	-1	1	-8	-3	8	-0.2	-2	8	13	3
O=C(O)c1ccc(N2C(=O)CC(N3C(=O)/C(=C/c4ccc(Cl)cc4)SC3=S)C2=O)cc1 (centres undefined)	0	-3	-7	3	20	-0.5	-47	-9	-3	2
Cc1ccc(S(=O)(=O)N(C)c2ccc(C(=O)Nc3c(C)n(C)n(-c4ccccc4)c3=O)cc2)cc1	-8	0	5	1	2	-0.4	-6	-5	-2	7
CC1CCN(S(=O)(=O)c2ccc3ncn(CC(=O)N(C)Cc4ccccc4)c(=O)c3c2)CC1	3	1	-6	0	0	0.2	8	-1	-2	2

Compounds from the list above that contain an aryl methoxy group, in the order listed:
SMILES	TDP2 absorb	UHRF1 binding	TCR CD3 inh	LEDGF integ inh	PRMT1 inh	PG9 Ab binder	mABHD4 FP	DDE Tn7 FP inh	HTRA1 inhibitor	SIAE primary
CCOCCn1c(CN2CCN(c3ccc(OC)cc3)CC2)nc2c1c(=O)n(C)c(=O)n2C	-8	-2	-10	6	0	-1.9	-4	1	5	8
COc1ccccc1NS(=O)(=O)c1ccc(C)c(C(=O)Nc2cc(C)on2)c1	4	4	-4	1	-2	-0.6	5	-4	-1	-2

(continued)
SMILES	TDP2 absorb	UHRF1 binding	TCR CD3 inh	LEDGF integ inh	PRMT1 inh	PG9 Ab binder	mABHD4 FP	DDE Tn7 FP inh	HTRA1 inhibitor	SIAE primary
CC(=O)N1CCN(C(=O)CNC(=O)c2ccc(C)s2)CC1	5	0	4	1	0	-2.6	4	-1	-3	-2
CCC(c1ccc(NC(=O)OC(C)(C)C)cc1)c1cc(OC)cc(OC)c1 (centres undefined)	6	-1	/	0	1	/	-15	0	/	-2
O=C(Nc1cccc(C(F)(F)F)c1)c1cccnc1N1CCN(c2ccccc2)CC1	-19	0	7	-2	-2	1.1	-11	4	-2	-6
O=C(c1ccco1)N1CCN(C(=S)Nc2cccc([N+](=O)[O-])c2)CC1	11	-2	2	0	0	-1.2	6	4	-4	3
CCOC(=O)C1=CCC(c2ccccc2)N(S(=O)(=O)c2ccc(C)cc2)[C@H]1CC (some centres undefined)	-1	2	0	-2	4	3.6	-13	3	/	6
O=C1OCCN1CC(=O)N1CCc2c([nH]c3ccccc23)C1c1ccccn1 (centres undefined)	6	0	-8	-1	2	-2.7	-2	1	1	5
Oc1ccccc1CNc1ccc(Br)cn1	1	4	-6	4	1	-0.7	1	-1	-15	9
CCN(CC)C(=O)COC(=O)c1ccc(O)cc1	1	-1	13	1	-3	-6.1	8	-11	2	-1
Cc1ccc(NC(=O)C2=C(C(=O)O)CCCC2)cc1Br	-10	-2	5	6	-2	-0.1	1	-7	-1	8
COCCn1nnnc1C(c1cccc(C(F)(F)F)c1)N1CCN(Cc2ccccc2)CC1 (centres undefined)	9	-1	-7	1	2	1.6	-4	3	5	-1

Limited to TDP2 absorb and mABHD4 FP, for some of the entries so far:
molecule	TDP2 absorb	mABHD4 FP
O=C(c1ccco1)N1CCN(C(=S)Nc2cccc([N+](=O)[O-])c2)CC1	11	6
CCOC(=O)C1=CCC(c2ccccc2)N(S(=O)(=O)c2ccc(C)cc2)[C@H]1CC (some centres undefined)	-1	-13

(continued)
SMILES	TDP2 absorb	UHRF1 binding	TCR CD3 inh	LEDGF integ inh	PRMT1 inh	PG9 Ab binder	mABHD4 FP	DDE Tn7 FP inh	HTRA1 inhibitor	SIAE primary
C=CCNC(=S)Nc1ccc(F)cc1F	12	18	0	2	2	-3.1	-1	-6	-2	11
C=CCN(C(C)=O)C1CC(=O)N(c2ccc(OCCC)cc2)C1=O (centres undefined)	2	0	3	2	0	-0.1	2	-2	-2	0
Cc1ccc(C)c(S(=O)(=O)Nc2ccc(C(=O)N3CCCCC3)cc2)c1	-2	1	-3	-1	4	0.0	-6	-4	-2	-2
CCc1cccc(NC(=O)Cn2cc3c(n2)CCCC3)c1	-5	2	0	3	-4	0.3	-7	-1	-9	0
Cc1ccnc(NC(=O)c2ccc3c(c2)OCO3)c1	10	-1	-4	0	4	0.3	1	8	0	5
O=c1cc(CN2CCc3ccccc32)c2ccc(O)cc2o1	-2	1	8	1	-4	-0.8	1	-1	-8	0
COc1cccc(NC(=O)CN(C)C(=O)c2ccc3c(c2)C(=O)N(CCC(C)C)C3=O)c1	-5	-1	-3	-1	3	-0.8	-5	2	-6	4
O=C(NC1CCCCCC1)C1c2ccccc2C(=O)N1Cc1cccs1 (centres undefined)	-7	1	4	1	1	-2.9	3	1	-1	4
COC(=O)Cc1ccc(NC(=O)c2ccc(Br)o2)cc1	-6	-2	3	0	1	0.9	-5	-5	-2	0
CC1Cc2ccccc2N1C(=O)CN(C)S(=O)(=O)c1cccc2cccnc12 (centres undefined)	0	-3	-5	0	7	-0.7	-3	5	1	7
Cc1onc(-c2c(F)cccc2Cl)c1C(=O)OCC(=O)NC(c1ccccc1)c1ccccc1	5	-4	2	-1	-3	0.9	-21	5	-33	-20
COc1ccc(/C=N\NC(=O)c2ccc(-c3ccccc3)cc2)c(OC)c1OC	-4	4	-7	0	4	1.8	-6	4	-2	3
Cc1ccc(-c2nc(CN3CCN(c4cnccn4)CC3)c(C)o2)o1	6	-4	5	-2	2	1.6	0	5	-7	-3
CC(C)Sc1nnc(NC(=O)c2ccco2)s1	-8	-1	-6	2	0	-1.5	-4	-1	14	-7
CCOc1ccccc1Nc1nc(N)nc(CN2CCCCC2C)n1 (centres undefined)	2	0	0	6	-4	-1.6	-10	1	0	9
COc1ccc(CN2CCN(C(=O)c3cccnc3)CC2)cc1Br	4	1	1	1	-2	-1.1	13	0	1	4
CCCCN(CCCC)Cc1ccc(C(=O)NN)o1	-5	3	-2	-4	0	0.4	-2	6	-4	-1
Cc1ccc2nc(C)c(CN3CCN(c4ccc([N+](=O)[O-])cc4Cl)CC3)n2c1	8	-2	9	3	2	-1.2	-4	-2	-9	4
COc1ccc2cc(Br)ccc2c1CC(=O)NC(C)(C)C	6	-2	-6	-2	-1	13*	-1	-3	-11	-4
COc1ccc(C2=NOC(C(=O)O)C2)cc1 (centres undefined)	-7	-1	3	-1	-3	-2.3	-6	2	0	-4
CC1CCC2(CC1)CCN(CCCOC(=O)Nc1cccc(F)c1)C2=O (centres undefined)	0	0	/	3	-8	/	3	3	/	-2
COc1ccc(CC(=O)n2[nH]c(=O)c3ccccc3c2=O)cc1OC	4	2	2	-3	1	-1.6	2	0	-1	0
CCCNC(=O)C1CCN(S(=O)(=O)c2ccc3c(c2)OCCO3)CC1	-16	-2	0	-3	-1	1.0	-1	-2	3	-6
Cn1c(CNC(=O)c2cccs2)nnc1SCC(=O)Nc1ccccc1	15	-2	-2	-1	-1	-1.7	-4	-2	2	5
COCCCNCC(O)COc1cccc2[nH]c(C)cc12 (centres undefined)	3	-1	4	-1	-4	-3.4	0	2	9	1
COc1ccccc1NC(=O)c1cnc(SCC(=O)NCCc2ccccc2)n(C)c1=O	11	0	5	2	0	2.2	0	2	-2	-6
CN1CCN(C(=O)CCc2ccc(S(=O)(=O)NC3CCCCC3)cc2)CC1	0	-2	5	-1	-4	-0.2	-4	5	1	-4
CC(=O)Nc1ccc(C(=O)COC(=O)C2CC3CCCC(C2)C3=O)cc1 (centres undefined)	10	0	-4	-2	1	-2.2	-1	0	7	-2
COc1ccc(Cl)cc1C(=O)Nc1cccnc1Cl	-12	-1	-2	2	-3	-0.5	-3	6	-18	-5
Cc1ccc(S(=O)(=O)NCCCCCC(=O)Nc2c(C)n(C)n(-c3ccccc3)c2=O)cc1	-5	5	-3	4	-6	-4.4	-8	5	6	-4
O=C(NNC(=S)Nc1ccccc1C(F)(F)F)C1CC1	3	-2	-4	3	-2	-3.5	-4	-6	/	10
COc1ccc(C2(C(=O)NCCCN(C)C)CCOCC2)cc1	3	0	8	-5	-4	-1.1	4	1	-6	0
COc1ccc(/C=N/N(C(C)=O)c2nc(-c3ccc(C)cc3)cs2)cc1	0	-2	4	0	-3	-0.1	-1	6	-1	0
CCCCN(C)S(=O)(=O)c1ccc(C(=O)Nc2nnc(C3=COCCO3)o2)cc1	10	-6	-2	1	-4	0.2	-2	-5	5	0
CCOC(=O)c1cccc(-c2ccc(C=O)o2)c1	-5	0	-4	-3	4	-1.2	-4	-5	-18	-1
CCOC(=O)c1cnc(-n2nc(C)cc2C)nc1NNc1nc(C)cc(C)n1	12	-1	-3	0	-4	-1.4	6	-3	4	3
COc1cccc(N=C(N)N=C(N)N)c1	3	-2	-8	3	1	0.7	-4	0	3	0
S=c1[nH]nc(-c2cc3ccccc3o2)n1Cc1ccccc1	0	0	0	-5	25*	3.0	11	4	-4	8
O=c1cc(CO)oc(C(Nc2cccc([N+](=O)[O-])c2)c2ccccn2)c1O (centres undefined)	2	0	8	-2	19	-1.9	7	7	7	5
Cc1cccc2cc(-c3nc4c(C)cccn4c3NCc3ccco3)c(=O)[nH]c12	6	-4	3	2	-2	-3.7	6	1	-5	6
Cc1ccc(S(=O)(=O)/N=S(/c2ccccc2)C(C)C)cc1 (centres undefined)	-4	1	-7	-5	35*	-0.6	-4	2	4	6
NCCc1nc(-c2ccccc2)cs1	7	-2	4	3	-2	0.9	0	3	4	2
CCCCCN1CC(O)=C(c2ccccc2)C1=N	11	-1	-9	1	-1	1.9	3	8	3	16
O=C(Nc1nc(=O)c2ccccc2s1)c1ccccc1	3	-2	-3	-3	75*	29*	13	-2	-3	0
O=C(NCc1ccccc1Cl)c1ccc(S(=O)(=O)NCc2ccco2)cc1	16	0	6	-1	-1	0.8	-7	-4	-12	8
COC(c1ccccc1)c1nc2ccccc2[nH]c1=O (centres undefined)	-9	4	-7	3	6	0.5	-18	5	-6	-7
N#Cc1cccc(NC(=O)Cc2ccccc2)c1	-2	-2	4	1	-4	1.0	-5	4	1	1
CCS(=O)(=O)c1ccc(-c2cccc(NC(=O)c3ccco3)c2)nn1	-1	5	-2	2	3	0.4	-3	2	1	15
